# A340 absorber: compound absorbs light at 340 nm; compound absorbance at 340 nm, fold over control; fold change at 10 µM; 65,000 tested, under 10 active; AID 708;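 active = at 10 µM dose, initial 340 nm absorbance at least 2 fold that of control wells; inactive = change under 2 fold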;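 note: initial absorbance extrapolated from kinetic A340 decline of NADH oxidation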
# FXIIa inh mix: blocks human factor XIIa in pooled compound mixtures; purified FXIIa, fluorogenic substrate; inhibition, % at 5 µM; 0.2% of 62,000 active;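 note: 0% = enzyme without compound and 100% = no enzyme blank; some results filed as inactive read as strong as hits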
# CatB inh: human cathepsin B inhibition; 0.1% of 63,000 active; inhibition, %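 (tested at 10 µM)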; purified cathepsin B, fluorogenic substrate, fluorescence; P07858; in the data active = inhibition above about 21%;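 note: 0% = enzyme with no compound and 100% = no enzyme blank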
# Cathepsin G inh: blocks human cathepsin G enzyme activity; P08311; purified enzyme, AMC-tetrapeptide fluorescence, pooled mixtures; inhibition, % at 5 µM (by protocol); 0.2% of 62,000 active; AID 581;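 active = inhibition above 20% in each of the two mixture wells holding the compound; inactive = inhibition of 20% or less in either well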;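 note: 0% = enzyme control without mixture and 100% = blank lacking enzyme; strong numbers were not always called active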
# C1s block: blocks human complement C1s protease activity; P09871; purified C1s, fluorogenic AMC substrate, pooled mixtures; mean inhibition % of two 10-compound mixtures (active compounds read high), % at 5 µM (by protocol); 0.16% of 62,000 active;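 active = inhibition above 20% in each of the two 10-compound mixture wells holding the compound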;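 note: 0% = enzyme wells lacking compound mixture and 100% = no-enzyme blank wells; some compounds called inactive have numbers as strong as hits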
# Target sequence (P09871 16-437 limits assumed): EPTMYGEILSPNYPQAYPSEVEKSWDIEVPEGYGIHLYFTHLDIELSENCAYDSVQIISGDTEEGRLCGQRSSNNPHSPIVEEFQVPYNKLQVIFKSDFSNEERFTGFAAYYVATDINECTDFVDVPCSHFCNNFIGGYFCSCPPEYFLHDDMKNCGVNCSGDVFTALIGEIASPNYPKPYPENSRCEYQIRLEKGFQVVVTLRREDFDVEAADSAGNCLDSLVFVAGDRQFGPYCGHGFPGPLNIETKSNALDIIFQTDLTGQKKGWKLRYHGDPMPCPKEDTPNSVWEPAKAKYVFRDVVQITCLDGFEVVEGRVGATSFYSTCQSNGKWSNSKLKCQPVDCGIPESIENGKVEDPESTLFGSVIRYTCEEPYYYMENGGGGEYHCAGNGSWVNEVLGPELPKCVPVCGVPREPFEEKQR
# Target sequence (P09871 438-688 limits assumed): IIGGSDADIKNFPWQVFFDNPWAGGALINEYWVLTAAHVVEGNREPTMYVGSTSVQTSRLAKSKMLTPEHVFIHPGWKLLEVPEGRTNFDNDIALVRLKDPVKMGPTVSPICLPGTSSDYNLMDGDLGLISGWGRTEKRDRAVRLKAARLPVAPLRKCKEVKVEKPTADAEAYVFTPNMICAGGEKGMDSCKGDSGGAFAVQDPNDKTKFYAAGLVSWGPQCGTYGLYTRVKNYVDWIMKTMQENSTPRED
# CatS block: human cathepsin S inhibition | P25774 | recombinant cathepsin S, AMC dipeptide fluorescence, pooled mixtures | inhibition, %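 (tested at 5 µM per compound within 10-compound mixtures)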 | 0.06% of 62,000 active | AID 501; in the data active = inhibition above about 32%, passing the limit was not always enough; inconclusive = no clear call, values can overlap the other calls;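 note: 0% = enzyme without compound and 100% = blank without enzyme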
# CatB mixtures: inhibitors of human cathepsin B in compound mixtures | Purified cathepsin B, AMC dipeptide fluorescence | 0.06% of 62,000 active | P07858 | inhibition, %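 (ten-compound pools at 5 µM per compound and 50 µM total)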; in the data active = inhibition above about 22%, passing the limit was not always enough; inconclusive = no clear call, values can overlap the other calls;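 note: 0% = enzyme without compound and 100% = no enzyme blank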
# FXIa inh mix: factor XIa (human) inhibition, mixture screen; P03951; purified FXIa, fluorogenic substrate, pooled mixtures; inhibition, % at 5 µM; 0.19% of 62,000 active;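 note: each value is inhibition by a whole ten-compound pool holding the compound; 0% = enzyme with no mixture and 100% = wells lacking enzyme; strong numbers were not always called active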
# CatL block: blocks human cathepsin L protease activity. P07711. purified cathepsin L, fluorogenic substrate, fluorescence. inhibition, %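 (tested at 10 µM)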. 0.17% of 58,000 active. AID 460; in the data active = inhibition above about 45%;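 note: 0% = enzyme with no compound and 100% = no enzyme blank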
# Target sequence (P07711 114-288 limits assumed): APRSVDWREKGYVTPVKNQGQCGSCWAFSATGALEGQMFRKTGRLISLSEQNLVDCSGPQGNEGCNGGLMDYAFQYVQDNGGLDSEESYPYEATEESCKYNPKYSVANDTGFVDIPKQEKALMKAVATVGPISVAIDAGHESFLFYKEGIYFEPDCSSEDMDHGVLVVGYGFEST
# Target sequence (P07711 292-333 limits assumed): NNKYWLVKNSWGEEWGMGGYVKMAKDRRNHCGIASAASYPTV
# Active calls of the source: *; ? = inconclusive; / = no result given. Cut-off read from the data, not from the text of the source, unless noted: active = inhibition above about 20% (passing the limit was not always enough); inactive = the rest. These rows are one share of the data (hit frequency here may not be typical).
SMILES,A340 absorber,FXIIa inh mix,CatB inh,Cathepsin G inh,C1s block,CatS block,CatB mixtures,FXIa inh mix,CatL block
N#Cc1c(NC(=O)c2ccc(Br)o2)n(-c2ccccc2)c2nc3ccccc3nc12,1,7,1,-1,-38,4,9,-4,-20
Cc1ccc2nc3c(cc2c1)c(NC(=O)c1cccnc1)nn3C,1.1,7,3,4,-74,5,-7,-12,22
COc1cc(OC)c(NC(=O)Cn2cccc2)cc1Cl,0.98,3,-5,-1,3,-1,0,2,-4
Cc1ccccc1OCC(O)Cn1c(NCc2ccco2)nc2c1c(=O)[nH]c(=O)n2C (stereo not given),0.99,0,-2,12,4,6,-6,0,6
Cn1nnnc1SCSc1nnnn1C,0.99,6,3,2,-13,5,1,-5,12
CCC(=O)Nc1cc(C(=O)NCC2CCCN2CC)c(OC)cc1N(C)C (stereo not given),1,4,3,0,2,3,12,3,-9
Cc1cc(NC(=O)c2cc(-c3cccs3)nc3ccccc23)no1,1.1,-2,1,11,-5,5,2,-1,-29
COC(=O)Nc1nc2ccc(C(=O)c3ccccc3)cc2[nH]1,1,2,4,4,-9,0,1,7,16
O=C(Nc1cccc(NC(=O)c2ccc(-c3cccc(Br)c3)o2)c1)c1ccco1,1,6,2,9,14,5,5,16,9
Cc1ccc2cc(CN(CC(C)C)C(=O)C3CCCO3)c(=O)[nH]c2c1 (stereo not given),1,1,3,-4,-3,-13,3,4,-23
Brc1cnc(N2CCOCC2)nc1N1CCCCC1,1.1,4,1,-3,-2,6,-3,8,11
CCOC(=O)CNC(=O)CSc1nc(C)cc(C)c1C#N,1,0,1,11,2,2,-4,-6,16

# The closing two records of the part above lead into the next:
SMILES,A340 absorber,FXIIa inh mix,CatB inh,Cathepsin G inh,C1s block,CatS block,CatB mixtures,FXIa inh mix,CatL block
Brc1cnc(N2CCOCC2)nc1N1CCCCC1,1.1,4,1,-3,-2,6,-3,8,11
CCOC(=O)CNC(=O)CSc1nc(C)cc(C)c1C#N,1,0,1,11,2,2,-4,-6,16
COC(=O)c1cc(=O)nc2sc(-c3ccc(F)cc3)nn12,1,13,5,-4,-17,-1,1,-1,/
O=C(COC(=O)c1cnccn1)Nc1ccc2c(c1)OCO2,0.99,6,1,9,0,13,-6,4,-4
Nc1nc(Cn2nnc(-c3ccccc3Cl)n2)nc(N2CCOCC2)n1,1,21*,-6,0,2,-2,5,3,17
CSCCC(NS(=O)(=O)c1ccc2c(c1)oc(=O)n2C)C(=O)NC1CCCCC1 (stereo not given),0.98,0,1,-43,-60,-13,-4,-8,-12
N#Cc1c(N)nc(SCC(=O)OCc2ccccc2)c(C#N)c1-c1ccco1,1.1,-10,2,-14,-14,-3,1,-1,3
COc1ccc(S(=O)(=O)N2CCN(S(=O)(=O)c3ccc(C(F)(F)F)cc3)CC2)cc1C,1,16,0,4,-14,-10,-4,1,6
COc1cccc(C(=O)NC2CCN(CC(=O)NCc3ccccc3OC)CC2)c1,1,0,-4,2,5,1,-1,13,18
COc1ccc2c(C)c(C(=O)NCC(C)O)oc2c1OC (stereo not given),1.1,3,5,-2,-2,7,3,7,/
COc1ccc(CNC(=O)CSc2nc3nc(C)cc(C)n3n2)cc1,1,-18,0,-3,-22,11,0,2,0
CCCC(C(=O)NCC1CCCO1)N(Cc1ccco1)C(=O)CNS(=O)(=O)c1ccc(F)cc1 (stereo not given),1,-14,-1,2,3,-5,7,2,-2
COc1cccc(NS(=O)(=O)c2cc(C)sc2C)c1,0.97,5,1,48,-15,?,10,4,6
O=C(Cn1ncc2c(=O)oc3ccccc3c21)N1CCN(c2ccccn2)CC1,1,4,1,10,-5,0,1,-5,4
CCCc1cc(=O)[nH]c(SCC(=O)NC2CCCCC2)n1,1,-1,-4,-1,-1,-2,8,9,2
CCCNC(=O)Nc1cc(C)on1,0.99,1,1,-1,-101,-3,-5,1,18
Cc1ccc(CNC(=O)CN(C)S(=O)(=O)c2cccc3nsnc23)cc1,1,5,-2,-1,-2,-3,1,5,-1
CCOC(=O)C1CCN(C(=O)Cc2c(C(=O)O)n(CC)c3ccccc23)CC1,1,-1,2,-9,-29,-3,-5,-1,2
Cn1c2ccccc2c2nnc(SCN3C(=O)c4ccccc4C3=O)nc21,1.1,-2,-1,11,14,5,4,5,8
O=C(Nc1nccs1)c1ccc(Cl)s1,1.1,35,4,-4,-4,11,-1,8,8
COC(=O)C1=C(C)N(C)C(=O)NC1c1cc(Cl)cc(Cl)c1OC (stereo not given),1,-18,-1,0,0,20,4,8,-2
COc1ccc(NC(=O)CN2c3cccc4cccc(c34)S2(=O)=O)cc1,1,7,0,-4,-23,-2,0,6,-7
O=C1CC(c2ccncc2)c2cc3c(cc2N1)OCCO3 (stereo not given),1,8,5,11,12,10,6,2,6
COC(=O)C1(C)NC(c2cccs2)C2C(=O)N(c3ccc(F)cc3)C(=O)C21 (stereo not given),0.99,3,-1,7,-1,16,1,-1,/
CCCCSc1nc2c(cnn2-c2ccc(F)cc2)c(=O)[nH]1,1,6,1,6,2,0,-7,4,-1
NC(N)=NC(=O)c1nc(Cl)c(N)nc1N,1,3,-1,-4,-45,13,-4,2,-68
Cc1cc(O)c(-c2cc(C(=O)NCc3ccc4c(c3)OCO4)[nH]n2)cc1C,1,1,-1,12,-2,5,-10,0,15
CCCN1C(=O)c2cc(C(=O)NCc3cccs3)ccc2C1O (stereo not given),1.1,3,0,-7,-17,-10,-3,-3,/
O=C(c1ncc[nH]1)c1ccco1,1.1,7,1,9,11,-3,3,11,20
CN(C)c1ccc(CN(C(=O)c2ccco2)C2CCS(=O)(=O)C2)cc1 (stereo not given),1,10,-3,3,-5,23,-2,6,6
C/C=C/c1ccc(OC)c(OC(C)=O)c1,1,10,/,11,13,5,-3,3,7
CC(C)(C)NC(=O)c1ccccc1-c1nc(-c2ccccc2Cl)no1,0.99,0,-2,22,21,-5,16,10,-2
Cc1cc(N2C(=O)C(=O)/C(=C(/O)c3ccc(Cl)cc3)C2c2cccc(Br)c2)no1 (stereo not given),1.1,9,4,11,12,11,-1,2,36
O=C(CN1C(=O)c2ccccc2S1(=O)=O)Nc1ccc(S(=O)(=O)N2CCCCC2)cc1,1,-16,2,-7,-39,-2,-5,9,/
CCC(=O)N1CCN(c2ccccc2NC(=O)Cc2ccc(Cl)cc2)CC1,1,16,1,8,3,0,2,3,1
Cn1c(C(=O)NCCCN2CCCC2=O)cc2c(=O)n3ccccc3nc21,1.1,-3,-9,-13,-136,-6,-6,-7,-157
O=C(NC1CC1)C1CC(=O)N(C2CCCCC2)C1 (stereo not given),1,6,2,0,-30,-7,0,-11,1
CCCCOC(=O)N1CCOCCOCCN(C(=O)OCCCC)CCOCCOCC1,1,4,4,9,10,11,4,3,9
Cn1cccc1Cc1nnc(SCC(=O)Nc2ccc3c(c2)OCO3)n1-c1ccc(F)cc1,0.97,-7,0,10,14,8,4,4,/
CCCCOC(=O)CSc1nc2c(cc1C#N)C(=O)CC(C)(C)C2,0.99,-12,6,-2,15,0,5,8,7
O=C(NCCN1CCOCC1)c1nn2c(c1Cl)NC(c1ccccc1)CC2C(F)(F)F (stereo not given),0.99,-2,3,9,6,3,2,0,-9
COc1cc2cc(CN(CCN3CCCC3)C(=O)Nc3ccc(F)cc3)c(=O)[nH]c2cc1OC,1.1,3,7,-7,-25,11,4,4,-5
O=S(=O)(Nc1ncn[nH]1)c1ccc2ccccc2c1,1,-10,-1,4,-20,-2,-8,-3,-11
O=C(O)C1Sc2[nH]c(=O)sc2C2c3cc(Cl)ccc3OC(=O)C12 (stereo not given),1,6,6,10,11,4,1,0,17
C=CCNC(=O)c1cc(-c2ccccc2O)on1,0.98,-7,1,6,7,5,-1,11,-7
Nc1cccc(C(=O)Nc2ccc(N)cc2Cl)c1,1,5,3,3,-10,-5,-1,-1,10
COc1ccc2oc(C)c(C(N)=O)c2c1,1,-2,-1,0,1,-2,0,1,-5
CCOC(=O)c1cc2sc(C)cc2n1CC(=O)N1CCc2ccccc21,1.1,7,-2,0,1,-3,-3,3,4
CCOc1ccc(N2C(=O)CC(NCCc3ccncc3)C2=O)cc1 (stereo not given),1,1,-1,13,19,-4,3,8,-4
CC(NS(=O)(=O)c1ccccc1)C(=O)Nc1nccs1 (stereo not given),1,5,1,6,0,0,1,-1,8
CC(=O)NC1CCN(C(=O)N2CCCC2)CC1,1,4,1,5,1,7,3,0,3
O=C(O)C1CCCCC1C(=O)Nc1ccccc1Nc1ccccc1 (stereo not given),1,8,-1,-2,3,-4,6,11,4
CN(CC(=O)N1CCCC1)S(=O)(=O)c1cc(Cl)ccc1Cl,1,1,1,0,2,9,-3,2,15
COc1cccc(C(=O)N2CCN(Cc3ccc4c(c3)OCO4)CC2)c1OC,1,1,-2,-1,0,-4,3,2,0
N#Cc1cnn(Cc2ccccc2)c1N,1,-14,-1,9,6,3,2,5,2
COc1cc2cc(C(=O)Nc3ccccc3)c(N)nc2cc1OC,1.1,-18,-1,-2,-21,-1,0,-7,9
COc1ccc(CCN(C)C(=O)C2CCCN(Cc3ccc(OC)c(OC)c3)C2)cc1OC (stereo not given),1,47,2,8,16,7,-4,10,7
COc1ccc(NC(=O)c2cc3c(=O)n(C)c4ccccc4c3n2C)cc1OC,1.1,2,11,-10,-22,-1,-1,-21,6
CC(=O)c1cc(C(=O)Nc2ccccc2C(=O)O)oc1C,1,1,5,16,12,8,5,8,4
O=C(CC1Oc2ccccc2NC1=O)NCc1ccccc1 (stereo not given),1,2,-1,-3,-21,4,3,4,/
CCCOP(=O)(c1ccc(N(C)C)cc1)C(O)c1ccccc1OC (stereo not given),0.96,-15,2,0,-3,9,2,-3,-4
COC(=O)c1ccccc1NC(=O)CN(C)S(=O)(=O)c1ccc(OC)c(C)c1,1,6,0,8,12,2,2,5,-8
# More results
SMILES,A340 absorber,FXIIa inh mix,CatB inh,Cathepsin G inh,C1s block,CatS block,CatB mixtures,FXIa inh mix,CatL block
O=C(Cn1c(-c2ccccc2)noc1=O)Nc1ccc(S(=O)(=O)N2CCOCC2)cc1,0.98,-13,4,-23,-208,-42,-14,-37,7
O=C1C2C3C=CC(C3)C2C(=O)N1CN(Cc1ccccc1)CN1C(=O)C2C3C=CC(C3)C2C1=O (stereo not given),0.99,26,-1,-4,-3,10,0,3,4
CC(C)NS(=O)(=O)c1ccc(CCC(=O)NCc2ccco2)cc1,1,2,-2,-2,-1,15,2,6,/
COc1ccc(-n2c3c(cc(C(=O)N4CCN(CCO)CC4)c2=O)C(=O)CC(C)(C)C3)cc1,1.1,10,9,7,11,-5,0,7,/
CCOc1ccc(NC2=NCCC(=O)N2Cc2cccs2)cc1,1,0,2,9,8,4,-2,-1,8
CC(=O)NC1N=C(C)N(c2ccccc2)C1=O (stereo not given),1.1,1,3,9,-6,16,6,5,16
COc1ccc(CSc2nnnn2Cc2ccccc2)cc1OC,1,2,5,-21,-160,-27,-9,-25,/
CC1=C(C(=O)Nc2ccccc2)C(c2ccncc2)C(C#N)=C(SCC(=O)NC(C)C)N1 (stereo not given),1.1,10,-1,5,-15,-5,1,8,8
C=CCc1ccc(OCC(O)COCC)c(OC)c1 (stereo not given),1,8,3,-2,2,-3,0,11,-7
COc1cc(NC(=O)Nc2cccc(C(C)=O)c2)cc(OC)c1OC,1,8,-3,-8,-69,-8,-17,-13,-2
CCN1C(=O)Cc2cc(S(=O)(=O)N3CCOCC3)ccc21,0.98,0,5,-3,-17,-2,3,-4,5
O=C(CSc1nnc(CNC(=O)c2cccs2)o1)NC1CCCCC1,1,0,1,2,-14,-3,0,0,11
C=C(C)Cn1c(CCCNC(=O)C(C)(C)C)nc2ccccc21,1,5,3,6,10,-4,5,12,2
CCOC(=O)/C(C(N)=NCCO)=C(/O)c1ccccc1,1,10,1,4,-3,4,-3,-5,23
